FEN1 inh = human FEN1 inhibition; Potency, µM (top dose mostly 114 µM), for inactives: top-dose activity change, negative = inhibition, usual class: inhibitors; Recombinant FEN1 flap cleavage, fluorescence, 15 min; 390,000 compounds, 0.35% hits; AID 588795; P39748; also: nearly all actives have a fitted effect of over 65% in size
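Enzyme 10 nM, 15 min RT preincubation with compound; start with substrate 50 nM final; reads at 0 and 15 min; qHTS titration, four-parameter Hill fit.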
GCN5L2 inh = GCN5L2 (KAT2A) acetyltransferase inhibition. GCN5L2 HAT assay, ThioGlo1 CoA-SH fluorescence. Potency, µM (highest dose often 58.9 µM), without a hit: at the top dose activity change, negative = inhibition, most hits filed as inhibitors. Q92830. 390,000 compounds, 0.21% hits
Target sequence (Q92830 whole entry, looked up): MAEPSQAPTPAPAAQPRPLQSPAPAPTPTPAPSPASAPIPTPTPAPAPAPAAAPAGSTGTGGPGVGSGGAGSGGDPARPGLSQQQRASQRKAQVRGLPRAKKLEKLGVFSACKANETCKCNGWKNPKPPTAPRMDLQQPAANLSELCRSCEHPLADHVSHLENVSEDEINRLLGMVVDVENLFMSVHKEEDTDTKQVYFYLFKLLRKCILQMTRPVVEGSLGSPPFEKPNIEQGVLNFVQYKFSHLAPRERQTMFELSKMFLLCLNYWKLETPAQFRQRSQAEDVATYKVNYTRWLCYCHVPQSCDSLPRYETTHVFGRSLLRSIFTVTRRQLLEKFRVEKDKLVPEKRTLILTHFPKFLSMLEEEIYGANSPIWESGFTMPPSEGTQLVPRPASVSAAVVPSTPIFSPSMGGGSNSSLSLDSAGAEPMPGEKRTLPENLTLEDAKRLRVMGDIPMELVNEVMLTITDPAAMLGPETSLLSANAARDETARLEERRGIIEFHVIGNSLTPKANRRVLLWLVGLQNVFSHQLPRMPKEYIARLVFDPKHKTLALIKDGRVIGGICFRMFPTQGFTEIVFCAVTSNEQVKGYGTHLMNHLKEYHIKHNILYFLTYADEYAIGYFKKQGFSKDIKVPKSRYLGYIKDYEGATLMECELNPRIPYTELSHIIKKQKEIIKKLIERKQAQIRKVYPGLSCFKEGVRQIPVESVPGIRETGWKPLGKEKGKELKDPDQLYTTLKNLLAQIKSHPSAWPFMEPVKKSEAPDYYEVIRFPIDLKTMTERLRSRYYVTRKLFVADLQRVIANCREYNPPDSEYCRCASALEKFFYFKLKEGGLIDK
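Titration-based screen in which CoA formation is detected via maleimide probe ThioGlo1 (50uM) turning fluorescent on thiol reaction; substrates H3(1-25) 75uM and acetyl-CoA 70uM, GCN5L2 20nM, 20 min incubation at room temperature.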
N370S GC = N370S glucocerebrosidase modulation, Gaucher chaperone candidate. 330,000 compounds, 0.092% hits. P04062. AID 2101. N370S GC spleen homogenate, 4MU-glucoside fluorescence. Potency, µM (titrated, usually from 59.4 µM), for the others: at the top dose activity change, negative = inhibition, usual class: inhibitors;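 also: 0% = full enzyme activity and -100% = no enzyme basal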
An asterisk follows results filed as active; ? = inconclusive; · = not tested or not shown; [ ] = remark or other dose. Calls follow the shape of the dose curve; as a rule, active = well fitted curve in the direction sought with a large enough effect; inconclusive = small, poorly fitted or top-dose-only effect, or another doubt; inactive = no such curve, though single readings can be large; an effect the other way counts as inactive or inconclusive. Unless noted, % is scaled to controls: 0 for no effect and ±100 for the full control effect; potency is read from the fitted curve at half-maximal effect.

SMILES	FEN1 inh	GCN5L2 inh	N370S GC
COc1ccc(CCNC(=O)CN2C(=O)C(=O)N(C3CCCC3)C2=O)cc1OC	5%	-11%	·
COc1ccc(-c2noc(CCC(=O)N3CCN(c4cc(C)ccc4C)CC3)n2)cc1	-5%	-11%	11%
Cc1cc(C)cc(NC(=O)CN(C)S(=O)(=O)c2cnc[nH]2)c1	4%	-3%	-7%
CCOc1cc(/C=N/N=C(\N)c2nonc2N)cc(Br)c1OCc1cccc2ccccc12	6%	-1%	-9%
CCOC(=O)N1CCN(C(=O)Cc2cccs2)CC1	6%	-22%	2%
CCSc1nc(-c2ccccc2F)nc2c1Cc1c(CO)cnc(C)c1O2	-5%	0%	·
CCOC(=O)COc1ccc2c(=O)cc(-c3ccccc3)oc2c1	1%	-4%	5%
Cc1nc2cnc(OCc3ccccc3)nc2n(CCc2ccccc2)c1=O	·	-3%	26%
COc1ccc(Nc2c(-c3ccc(N4CCOCC4)cc3)nc3ncccn23)cc1OC	-4%	-8%	·
Cc1cccnc1NC(=O)C(c1ccccc1)c1ccccc1	-1%	1%	-18%
COc1ccccc1N1CCN(C(=O)c2ccc(CN3CCOCC3)cc2)CC1	-12%	-6%	-22%
Cc1ccc(NC(=O)NCCN2CCN(c3ccccc3)CC2)cc1Cl	-5%	-3%	?
COc1ccccc1-c1nnc(Nc2nc3c(OC)cccc3s2)o1	-11%	-3%	24%
CCOC(=O)N1CCN(C(=O)COc2ccccc2[N+](=O)[O-])CC1	-1%	-3%	7%
CCN(CC)c1ccc(/C=N/N2CCOCC2)cc1	-3%	-1%	-3%
CNS(=O)(=O)c1cccc(C(=O)OCC(=O)c2cc(C)n(CC3CCCO3)c2C)c1 (stereo not drawn)	54%[activator]	1%	·
CNC(=S)N(CCc1c(C)[nH]c2ccc(F)cc12)Cc1ccco1	-18%	-7%	0%
O=C(Nc1nccs1)C(NS(=O)(=O)c1ccc(Br)s1)c1ccccc1 (stereo not drawn)	3%	1%	9%
COC(=O)c1ccc(-n2c(C)cc(C(=O)CSc3cccc[n+]3[O-])c2C)cc1	22%	-1%	3%
COc1ccc(-c2nnc(SCc3cccc(C#N)c3)o2)cc1	-5%	-17%	16%
CC(C)Cn1c([N+](=O)[O-])nc2c1c(=O)[nH]c(=O)n2C	8%	-12%	5%
CCN(CC)c1ccc(NC(=O)c2sc3nc(-c4ccccc4)cn3c2C)cc1	-12%	-8%	·
COc1ccccc1CNS(=O)(=O)CCNC(=O)c1ccccc1	-12%	-6%	2%
Nc1ccc(C(=O)N2CCCC2)cc1CS(=O)(=O)c1ccc(Cl)cc1	0%	-2%	-7%
COC(=O)c1c(NC(=O)CC2SC(N)=NC2=O)sc2c1CCC(C)C2 (stereo not drawn)	-20%	-1%	2%
O=C(CSc1nnc(-c2cccs2)n1-c1ccccc1)NCc1ccc2c(c1)OCO2	-9%	3%	-7%
CC(=O)c1cccc(NC(=O)NCc2cccnc2)c1	-7%	·	7%
Cc1cc(C(=O)N/N=C/c2ccc([N+](=O)[O-])s2)c2ccccc2n1	15%	-3%	-7%
CC(C)(O)[C@H](O)COc1c2occc2cc2ccc(=O)oc12	-15%	-3%	23%
O=C(NN=C1CCCC1)c1cc(O)cc(O)c1	-26%	-15%	0%
Cn1c(SCC(=O)NCc2ccc3c(c2)OCO3)nnc1-c1cc2ccccc2cc1O	-7%	-12%	0%
COCCNC(=O)c1ccc(Cn2c(SCC(N)=O)nc3ccccc3c2=O)cc1	14%	0%	·
COc1ccc2c(c1)CCCC21NC(=O)NC1=O (stereo not drawn)	12%	-1%	3%[2.35 µM]
COc1ccc(NC(=O)CN(C)C(=O)c2ccc3ccccc3n2)cc1	0%	-1%	·
Cc1cc(=O)n2c(sc3ccccc32)c1C#N	3%	-3%	-1%
O=S(=O)(c1ccc(S(=O)(=O)N2CCCC3(CCCCC3)C2)cc1)N1CCCCC1	-4%	-2%	7%
CCOc1ccc(CCNC(=O)c2ccc3c(c2)N(Cc2cccc(Cl)c2)C(=O)c2ccccc2S3(=O)=O)cc1OCC	-5%	3%	·
COc1ccc(NC(=O)CSc2ccccc2)cc1S(=O)(=O)N1CCOCC1	0%	-4%	-27%
Cc1nn(C)c(C)c1CNC(=O)/C=C/c1ccccc1F	15%	0%	-1%
C/C(=N\NC(=O)c1ccncc1)C12CC3CC(CC(C3)C1)C2	-1%	3%	8%

16 structures from above, ordered by heavy-atom count, rising.
SMILES	FEN1 inh	GCN5L2 inh	N370S GC
Cc1cc(=O)n2c(sc3ccccc32)c1C#N	3%	-3%	-1%
COc1ccc2c(c1)CCCC21NC(=O)NC1=O (stereo not drawn)	12%	-1%	3%[2.35 µM]
CC(C)Cn1c([N+](=O)[O-])nc2c1c(=O)[nH]c(=O)n2C	8%	-12%	5%
CC(=O)c1cccc(NC(=O)NCc2cccnc2)c1	-7%	·	7%
Cc1nn(C)c(C)c1CNC(=O)/C=C/c1ccccc1F	15%	0%	-1%
CC(C)(O)[C@H](O)COc1c2occc2cc2ccc(=O)oc12	-15%	-3%	23%
COc1ccc(-c2nnc(SCc3cccc(C#N)c3)o2)cc1	-5%	-17%	16%
Cc1cc(C(=O)N/N=C/c2ccc([N+](=O)[O-])s2)c2ccccc2n1	15%	-3%	-7%
Nc1ccc(C(=O)N2CCCC2)cc1CS(=O)(=O)c1ccc(Cl)cc1	0%	-2%	-7%
COc1ccc(NC(=O)CN(C)C(=O)c2ccc3ccccc3n2)cc1	0%	-1%	·
COC(=O)c1ccc(-n2c(C)cc(C(=O)CSc3cccc[n+]3[O-])c2C)cc1	22%	-1%	3%
CCN(CC)c1ccc(NC(=O)c2sc3nc(-c4ccccc4)cn3c2C)cc1	-12%	-8%	·
COCCNC(=O)c1ccc(Cn2c(SCC(N)=O)nc3ccccc3c2=O)cc1	14%	0%	·
O=C(CSc1nnc(-c2cccs2)n1-c1ccccc1)NCc1ccc2c(c1)OCO2	-9%	3%	-7%
Cn1c(SCC(=O)NCc2ccc3c(c2)OCO3)nnc1-c1cc2ccccc2cc1O	-7%	-12%	0%
CCOc1ccc(CCNC(=O)c2ccc3c(c2)N(Cc2cccc(Cl)c2)C(=O)c2ccccc2S3(=O)=O)cc1OCC	-5%	3%	·

(more compounds)
SMILES	FEN1 inh	GCN5L2 inh	N370S GC
COc1ccc(CCN2C(=O)NC(NC(=O)CC(C)C)(C(F)(F)F)C2=O)cc1OC (stereo not drawn)	1%	1%	3%
OC12CCCCC1C(c1ccc3c(c1)OCO3)N(Cc1ccc(F)cc1)CC2 (stereo not drawn)	-23%	-11%	-12%
COC(=O)c1sccc1-c1ccc(/C=N/OC(=O)c2cccs2)o1	2%	-4%	6%
Cn1nnnc1SCC(=O)Nc1ccccc1C(=O)NCc1ccccc1	-3%	3%	11%
CCOC(=O)C1=C(c2ccccc2)OC(N)=C(C#N)C1c1cccnc1 (stereo not drawn)	-1%	-12%	-9%
O=c1c2ccccc2[nH]c(=S)n1CCN1CCN(Cc2ccccc2)CC1	-13%	-15%	-14%
O=C(CN1CCOCC1)NCC12CC3CC(CC(C3)C1)C2	-13%	-1%	-13%
Cc1cc(NS(=O)(=O)c2ccc(NS(=O)(=O)c3cc(C)c(Cl)cc3Cl)cc2)no1	6%	-17%	0%
Cc1ccc(NC(=O)CCN2CCN(CCO)CC2)cc1Br	5%	-6%	-11%
COC(=O)c1sc2nc3c(cc2c1N)COC(C)(C)C3	3%	3%	7%
CN(CC(=O)Nc1ccc(F)c(F)c1F)C(=O)c1nn(Cc2ccccc2)c(=O)c2ccccc12	-11%	1%	·
O=C(CN(Cc1ccco1)C(=O)c1ccc(Cl)cc1)Nc1c(Cl)cc(Cl)cc1Cl	2%	3%	0%
CN(C)CCCN(C(=O)c1ccc2c(c1)CCCC2)c1nc2ccc(Cl)cc2s1	-12%	6%	-10%
CCOc1ccc(S(=O)(=O)N(CCO)CCO)cc1-c1nc2c(C(C)(C)C)nn(C)c2c(=O)[nH]1	-9%	-7%	-25%
CCN1CCN(S(=O)(=O)c2ccc(Cl)c(C(=O)Nc3ccc(OC(F)F)cc3)c2)CC1	3%	-3%	-6%
Cc1cccc2sc(N(CCCN(C)C)C(=O)CCc3ccccc3)nc12	-20%	0%	-23%
O=C(O)C1CC(=O)N(c2ccc(F)c(F)c2)C1 (stereo not drawn)	1%	-18%	3%
O=C1CC(c2ccccc2)CC(O)=C1C=NCc1ccncc1 (stereo not drawn)	0%	-15%	-10%
Nc1nonc1-n1nnc(C(=O)N/N=C/c2ccc(Cl)cc2Cl)c1CN1CCCC1	-1%	-3%	0%
Cc1cc(C(=O)NNC(=O)COc2ccccc2Cl)n[nH]1	8%	-16%	1%
CN(Cc1ccc2nonc2c1)Cc1nc(Cc2cccc(F)c2)no1	-20%	-14%	7%
CS(=O)(=O)N1CCN(c2ccc(NC(=S)NC(=O)c3ccccc3[N+](=O)[O-])cc2)CC1	3%	-4%	-8%
Cc1nc(-c2cccc(NC(=O)C3CCCCC3)c2)cs1	8%	-7%	-11%
CC(=N\Nc1ccccc1)/C(=N/O)C(=O)Nc1ccccc1	0%	-3%	-13%
C/C(=N\NC(=O)c1ccc(Cn2cc(Br)cn2)o1)c1ccc(NC(=O)c2ccoc2C)cc1	-15%	?	-4%
O=C(Cc1ccc(-c2ccccc2)cc1)NCCS(=O)(=O)N1CCN(c2ccccc2)CC1	13%	-5%	·
CN(C)c1ccc(NC(=O)CSC2=Nc3ccccc3C3=NC(CCC(=O)NCc4cccs4)C(=O)N23)cc1 (stereo not drawn)	-9%	-3%	·
Cc1nc([N+](=O)[O-])c(N2CCN(Cc3ccccc3)CC2)n1Cc1ccccc1	-6%	-4%[0.501 µM]	8%
O=C(O)CCc1ccc(-c2cccs2)n1Cc1ccco1	-2%	0%	3%
CC(C)(C)n1nc(-c2ccc(F)cc2)c2c(N)ncnc21	-14%	-8%	8%
Cc1cc(=O)n2nc(N3CCCC(C(=O)NCCC4=CCCCC4)C3)sc2n1 (stereo not drawn)	-7%	-6%	-13%
CCCCCN(C(=O)CCC(=O)OCc1cccc(Cl)c1)c1c(N)n(CCCC)c(=O)[nH]c1=O	7%	-7%	-3%
O=C(CSc1nc2ccccc2[nH]1)NC1CCS(=O)(=O)C1 (stereo not drawn)	-3%	3%	3%
COC(=O)c1ccc(Cl)cc1NC(=O)N1CC(C)Oc2ccccc21 (stereo not drawn)	-4%	-8%	·
CCCCn1c(SCC(=O)Nc2nc(C)cs2)nnc1-c1cccnc1	6%	0%	2%

Three compounds already listed, sorted by the value under N370S GC, highest first.
canonical_smiles,N370S GC
O=C(CSc1nc2ccccc2[nH]1)NC1CCS(=O)(=O)C1 (stereo not drawn),3%
CCCCn1c(SCC(=O)Nc2nc(C)cs2)nnc1-c1cccnc1,2%
CCCCCN(C(=O)CCC(=O)OCc1cccc(Cl)c1)c1c(N)n(CCCC)c(=O)[nH]c1=O,-3%

From PubChem
